SSB-PriA inh: blocks PriA binding to SSB C-terminal tail | AlphaScreen SSBct-PriA binding, biotinylated peptide | hit rate 0.6% among 430,000 | inhibition, % at 33 µM | AID 1272365; in the data active = inhibition mostly above about 37%, no sharp cut-off; inactive = mostly below about 20%;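 note: plate controls were negative control peptide for no effect and reference peptide for full effect; strong numbers were not always called active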
* hit, by the source's call; & = joins results of further samples. An excerpt (hit frequency here may not be typical).

Molecule | SSB-PriA inh
COC(CNS(C)(=O)=O)c1cccc(F)c1 (stereo not given) | 1.0
ON=C1CCSc2ccccc21 | -6.7
S=C(Nc1ccc(Br)cc1)c1nc2ccccc2s1 | 7.0
Cc1ccc(C)c(NS(=O)(=O)c2ccc3c(c2)OCCCO3)c1 | -9.0
CN(N=Cc1cc([N+](=O)[O-])ccc1O)c1ccccc1 | 4.1
O=S(=O)(NCc1cncc(-c2cccs2)c1)c1ccc(-n2cccn2)cc1 | -30.0
COc1ccc(N2CC(NC(=O)N3CCc4cc(OC)c(OC)cc4C3C)CC2=O)cc1OC (stereo not given) | -10.0
CC1(C)CC(NS(=O)(=O)c2ccccc2F)CC(C)(C)N1 | -4.0
Nc1ccc(=O)[nH]n1 | 4.0
O=C(c1ccc(=O)[nH]c1)N1CCSC(c2ccccc2F)CC1 (stereo not given) | -11.0
COc1ccc([C@H](C)NC(=O)c2n[nH]nc2-c2ccc(F)cc2)cc1 | -14.0
COC(C)(CNS(=O)(=O)c1ccc2c(c1)OCCO2)c1ccccc1F (stereo not given) | 3.0
O=C(NCC(O)c1ccc(C(F)(F)F)cc1)c1cncc(Br)c1 (stereo not given) | -10.0
CCOC(=O)c1scc(-c2ccc(C)cc2)c1S(=O)(=O)Nc1ccc2c(c1)OCO2 | -9.0
Cc1nc(CCn2cnc3ccccc32)no1 | -13.0
COc1ccc2cc(C(=O)N3CCN(C(=O)c4cnn5ccccc45)CC3)[nH]c2c1 | -15.0
COc1ccc(C2(CNC(=O)N3CCNC3=O)CCCC2)cc1 | -15.0
CN(C)CCCNCCCCNC(=O)C=NO | 9.2
COC(=O)c1sccc1S(=O)(=O)NCC1CCN(c2nc3ccccc3o2)CC1 | 5.0
COc1ccc(S(=O)(=O)NCC2CCN(C(=O)c3ccncc3)CC2)cc1Cl | -14.0
Cc1ccc2nc(C)c(NC(=O)CCSc3ccccc3)c(=O)n2c1 | -11.0
CSc1cccc2sc(NC(=O)c3ccccc3NS(=O)(=O)c3ccc(C)cc3)nc12 | -10.0
ON=Cc1ccccc1OCc1ccc(Cl)cc1 | -12.1
O=C(Nc1ccc2c(c1)CN(S(=O)(=O)c1ccccc1)CC2)Nc1ccccc1C(F)(F)F | -5.0
COc1ccc(S(=O)(=O)NCc2ccsc2)cc1F | 3.0
NC(=NOC(=O)CCC(=O)O)c1ncc(C(F)(F)F)cc1Cl | -3.9
COc1cccc(C(=O)NCC(c2ccsc2)N2CCCCCC2)c1OC (stereo not given) | 9.0
CC(=NNS(=O)(=O)c1ccc(Br)cc1)c1cccs1 | 2.2
Cc1ccc(S(=O)(=O)C2=C(O)C(=O)N(Cc3ccc4c(c3)OCO4)C2c2ccc(F)cc2)cc1 (stereo not given) | -1.0
CC(C)N(C(=O)Cn1cc(S(=O)(=O)Cc2ccc(Cl)c(Cl)c2)c2ccccc21)C(C)C | 0.0
CCN1C(=O)Cc2cc(N)ccc21 | 26.0
O=C(Cn1nc(-c2cccs2)c2sc(N3CCCCC3)nc2c1=O)Nc1ccc(F)cc1F | -12.0
Cc1cccc(NC(=O)CSc2nnc(C)s2)c1 | -5.0
Cc1cc(C(=O)Nc2cnn(C[C@H]3COc4ccccc4O3)c2)c(C)o1 | 4.0
O=C(Cc1ccc(F)cc1)Nc1ccc2c(c1)CN(C(=O)c1cccs1)CC2 | -19.0
O=C(NN=Cc1ccc(OCc2ccccc2)cc1)c1cccs1 | -19.5
O=C(O)c1cc2c(cc1Br)OCCO2 | 10.0
COc1ccc(C2=CSC(N=Cc3ccc(F)cc3)=NN2)cc1 | 5.5
O=C(CCn1ccc(=O)[nH]c1=O)N1CCC(Oc2ccc(C(F)(F)F)cn2)CC1 | -11.0
CNC(=O)Cn1c(CO)cnc1SCC(=O)Nc1ccccc1C(F)(F)F | -14.0
CC(=O)c1cccc(NC(=O)Cc2csc(NC(=O)Nc3ccccc3)n2)c1 | -11.0&15.0
O=C(c1ccc(-n2cccc2)cc1)N1CCN(c2nc(-c3ccsc3)cs2)CC1 | -13.0
CC(=O)N1CCc2cc(S(=O)(=O)NCCCn3ncccc3=O)ccc21 | -14.0&-2.0
CC(CC(=O)Nc1ccc2c(c1)OCCO2)=NNC(=O)c1ccccn1 | -3.3
CC(=O)c1cc2c(cc1NC(=NS(=O)(=O)c1ccc(Br)cc1)c1ccccc1)OCO2 | -7.5
CSC1CC2CCC(C1)N2C(=O)CCc1cccc(Oc2ccc(F)cc2)c1 (stereo not given) | 1.0
Cc1ccc(-c2cc(C(=O)NN=Cc3ccc(F)cc3)n[nH]2)o1 | -3.0
NNC(=O)CNC(=O)c1ccccc1C(F)(F)F | -1.0
Cc1cccc(CC(=O)NCCSc2ncc(-c3ccc(F)cc3)[nH]2)c1 | 18.0
COc1cc(C=NNC(=O)c2ccc(-c3ccccc3)cc2)cc(OC)c1O | 7.9

Continued:
Molecule | SSB-PriA inh
CC(C)CS(=O)(=O)C1CN(C(=O)c2ccc(-c3ccsc3)cc2)C1 | 0.0
COC(=O)c1ccccc1NC(=O)Cn1ncn2nc(-c3ccc(F)cc3)cc2c1=O | -8.0
C=CCNC(=O)C(=O)NCC(c1ccc(N(C)C)cc1)N(C)C (stereo not given) | 5.0
COc1ccc(SCC2CCN(C(=O)COc3ccccc3F)CC2)cc1 | 0.0
CCOC(=O)N1CCN(C(=O)CSc2nnc(-c3cccnc3)o2)CC1 | 12.0
O=C(NCCSC1CCOCC1)c1ccccc1Br | -3.0
O=C(NCCn1ncc2c(=O)n(Cc3cccc(Cl)c3)cnc21)c1cccs1 | 1.0
O=c1[nH]c(=S)c2c(n1CCc1ccccc1)CCC2 | -9.0
OCCCNC(=S)Nc1ccc2nc(-c3ccccc3)c(-c3ccccc3)nc2c1 | 45.5
O=C(Nc1cccc(C(F)(F)F)c1)C1CS(=O)(=O)CN1C(=O)c1ccccc1 (stereo not given) | -3.0
O=S(=O)(Cc1ccccc1)NCc1ncc(-c2ccccc2)[nH]1 | 22.0
CCN(CC)C(=O)CSC1=C(C#N)C(c2ccccc2F)C(C(=O)Nc2ccccc2OC)=C(C)N1 (stereo not given) | 3.0
CCOC(=O)c1c(NC(=O)CN2C(=O)C[C@@H](c3ccccc3)Sc3ccccc32)sc2c1CCC2 | -9.0
CN1CCN(C(CN)c2ccc3c(c2)CCN3C)CC1 (stereo not given) | 24.0
O=C(O)c1ccc(C=NNc2nnnn2-c2ccccc2)cc1 | -1.7
COc1ccc(CC(=O)NCCn2cc(-c3nc(C)no3)nn2)cc1Cl | -8.0
Cc1ccccc1C1CCN(C(=O)CSc2c[nH]c3ccccc23)CCS1 (stereo not given) | 6.0
CCCCC(Sc1ccc2nnc(-c3ccc(OC)c(OC)c3)n2n1)C(=O)O (stereo not given) | -9.0
O=C(O)c1cc2ccccc2c(Br)c1O | 4.2
COC(=O)c1ccc(CSc2ccc(-c3sc(-c4ccc(F)cc4)nc3C)nn2)o1 | 5.0
CC1(C)Cc2c(sc(N=CN3CCCCC3)c2C#N)C(C)(C)N1 | -3.6
COC(=O)c1ccc(CSc2nc(C)cc(=O)[nH]2)cc1 | -2.0
CCCCCNS(=O)(=O)c1ccccc1S(=O)(=O)NCCCCC | 5.0
O=C1S/C(=C/c2ccccc2F)C(=O)N1CN1CCOCC1 | 6.0
CS(=O)(=O)ON=C1CCCCC1c1ccc([N+](=O)[O-])cc1[N+](=O)[O-] (stereo not given) | 0.5

Of the compounds above, these contain bromine.
Molecule | SSB-PriA inh
S=C(Nc1ccc(Br)cc1)c1nc2ccccc2s1 | 7.0
O=C(NCC(O)c1ccc(C(F)(F)F)cc1)c1cncc(Br)c1 (stereo not given) | -10.0
CC(=NNS(=O)(=O)c1ccc(Br)cc1)c1cccs1 | 2.2
O=C(O)c1cc2c(cc1Br)OCCO2 | 10.0
CC(=O)c1cc2c(cc1NC(=NS(=O)(=O)c1ccc(Br)cc1)c1ccccc1)OCO2 | -7.5
O=C(NCCSC1CCOCC1)c1ccccc1Br | -3.0
O=C(O)c1cc2ccccc2c(Br)c1O | 4.2

Going on with the list.
Molecule | SSB-PriA inh
CS(=O)(=O)N1CCC(Oc2ccc(C(F)(F)F)cn2)CC1 | -4.0
O=C(c1ccc2ncsc2c1)N1CCN(C[C@H](O)c2cccs2)CC1 | -2.0
NC(=O)C1CCN(C(=O)CCCSc2ccc(NC(=O)c3cccs3)nn2)CC1 | -15.0
O=S(=O)(NCc1ccccc1-c1ccsc1)c1ccccc1C(F)(F)F | -33.0
O=C1CCCCC1c1nccc2ccccc12 (stereo not given) | -8.0
CC(C)(Oc1ccc(Cl)cc1)C(=O)NCCn1ccnc1-c1cccnc1 | -13.0
CCc1ccccc1NC(=O)c1cccc(-n2cnc3c(sc4nc(C)cc(C)c43)c2=O)c1 | -2.0
Cc1ccc(C)c(S(=O)(=O)NC(C)C(=O)Nc2ccc(F)c(Cl)c2)c1 (stereo not given) | -10.0
COc1ccccc1-n1ncc2c(C(C)C)nnc(SCC(=O)NCC3CCCO3)c21 (stereo not given) | -7.0
O=C(NN=C/C(Br)=C/c1ccccc1)c1n[nH]c2c1CCC2 | -1.1
C(=C\c1ccccc1)/CSc1nnc(-c2cccs2)n1-c1ccccc1 | -3.0
CCOC(=O)C1CCN(C(=O)CCc2nc3sc4c(c3c(=O)[nH]2)CCC(C(C)(C)C)C4)CC1 (stereo not given) | -4.0
Cc1nc2ccccc2nc1SCC(=O)N1CCN(Cc2ccc3c(c2)OCO3)CC1 | 5.0
O=C(CCc1nc2sc3c(c2c(=O)[nH]1)CCCC3)NCCC1=CCCCC1 | -13.0&-2.0
Cc1ccc(S(=O)(=O)NCC2CCN(Cc3ccco3)CC2)c(C)c1 | -9.0
COc1ccc(OC)c2sc(N(CCCN(C)C)C(=O)c3ccc(S(=O)(=O)N4CCc5ccccc5C4)cc3)nc12 | 32.0
O=C(N/N=C\c1cc(Br)ccc1O)c1cccc([N+](=O)[O-])c1 | -3.0
O=C(Nc1ccc(-c2nc3ccccc3o2)cc1)C1CCN(S(=O)(=O)c2cccs2)CC1 | 8.0&4.0
O=C(CCCSc1ccc(NC(=O)c2ccc(F)cc2)nn1)Nc1cccnc1 | -15.0
CCN(C(=O)CON=Cc1ccc(OC)cc1OC)c1c(N)n(Cc2ccccc2)c(=O)[nH]c1=O | 1.7
COc1ccc(CCS(=O)(=O)Nc2ccc3c(c2)CCC(=O)N3CCC(C)C)cc1 | 4.0
O=C(NN=Cc1ccc(O)c(O)c1O)/C(=C/c1ccc([N+](=O)[O-])cc1)NC(=O)c1ccccc1 | 14.1
CCCCCCCNS(=O)(=O)c1ccc(OCC)cc1 | -39.0
COc1ccc(C)c2sc(N(CCCN(C)C)C(=O)c3ccc(Br)s3)nc12 | -1.0
COc1cccc(CSc2nccn(-c3ccc(Br)cc3)c2=O)c1 | -12.0

3 structures already listed, sorted by number of heavy atoms, ascending.
Molecule | SSB-PriA inh
O=C1CCCCC1c1nccc2ccccc12 (stereo not given) | -8.0
O=C(N/N=C\c1cc(Br)ccc1O)c1cccc([N+](=O)[O-])c1 | -3.0
O=C(CCc1nc2sc3c(c2c(=O)[nH]1)CCCC3)NCCC1=CCCCC1 | -13.0&-2.0

Taken from above:
COc1ccc(OC)c2sc(N(CCCN(C)C)C(=O)c3ccc(S(=O)(=O)N4CCc5ccccc5C4)cc3)nc12 | SSB-PriA inh: 32.0
CCOC(=O)C1CCN(C(=O)CCc2nc3sc4c(c3c(=O)[nH]2)CCC(C(C)(C)C)C4)CC1 (stereo not given) | SSB-PriA inh: -4.0
O=C(CCc1nc2sc3c(c2c(=O)[nH]1)CCCC3)NCCC1=CCCCC1 | SSB-PriA inh: -13.0&-2.0
Cc1ccc(S(=O)(=O)NCC2CCN(Cc3ccco3)CC2)c(C)c1 | SSB-PriA inh: -9.0

Remaining list, next part.
Molecule | SSB-PriA inh
N#C/C(=C\c1c[nH]c2ccc(Br)cc12)C(=O)N1CCOCC1 | 3.0
O=C(Nc1nc(-c2ccc(Cl)cc2)cs1)c1ccccc1Cl | -15.0
CC(Cc1ccco1)NS(=O)(=O)c1ccccc1Cl (stereo not given) | 7.0
O=C(Cc1cccs1)OC1CN(c2nc3c(C(F)(F)F)cccc3s2)C1 | -23.0
CN(C)S(=O)(=O)N1CCN(CC(=O)Nc2ccc(Cl)c(Cl)c2)CC1 | -19.0
COc1cc(OC)cc(-c2nnc(NC(=O)CCS(=O)(=O)c3ccc(Cl)cc3)o2)c1 | 4.0
CCOc1coc(C(=O)NC2CCCC2)cc1=O | -22.0
O=C(NCCO)C(=O)NC[C@@H](c1cccs1)N1CCc2ccccc2C1 | -12.0
O=C(Cc1noc2ccccc12)N1CC(c2nc(-c3ccc[nH]c3=O)no2)C1 | -4.0
O=C(CSc1nnc(Cc2cc(=O)[nH]c(=O)[nH]2)n1-c1ccccc1)c1ccccc1 | -8.0
O=C(c1ccc2c(c1)OCO2)N(CCc1cccs1)C1CCOCC1 | 3.0
CN(C)Cc1c(C(=O)O)[nH]c(=O)[nH]c1=O | 12.0
O=C1/C(=C/c2oc3cc(O)ccc3c2Cl)Oc2cc(O)ccc21 | -12.0
O=C(CSc1ncnc2c1cnn2-c1ccc(Cl)cc1)NCc1ccccc1Cl | 0.0
Cc1cc(C(=O)Nc2ccccc2-c2ccc(=O)n(C)n2)c(C)o1 | -8.0
Cc1ccc(S(=O)(=O)CCC(=O)Nc2cc(C)no2)cc1 | -12.0
CCOc1ccc(NC(=O)CSc2nnc3scc(-c4ccc(Cl)cc4)n23)cc1 | 2.0
O=C(NN=Cc1ccc(COc2ccc(Br)cc2)o1)c1ccc2c(c1)OCO2 | 0.1
Cc1nc(NN=Cc2ccc3c(c2)OCO3)sc1C | -2.3
COc1ccc(C(=O)c2c(C)[nH]n(-c3ccccc3)c2=O)cc1OC | -2.0&-2.0
COc1ccccc1Cc1noc(C2CN(Cc3csc(-c4ccccc4)n3)C2)n1 | -9.0
CC(=NOCc1ccccc1)c1c(O)cc(C(C)C)n(-c2ccccc2)c1=O | -1.1
Cc1ccc(N2CC(C(=O)NCCn3ccnc3-c3ncccn3)CC2=O)cc1C (stereo not given) | 43.0*
Cc1c(C(=O)Nc2nc3ccc(F)cc3s2)sc2nc(-c3ccccc3)cn12 | -6.0&7.0

Screening results as filed in PubChem.
